TDP1 inh: qHTS Assay for Inhibitors of Tyrosyl-DNA Phosphodiesterase (TDP1). Tyrosyl-DNA phosphodiesterase 1 (Homo sapiens), Q9NUW8. recombinant TDP1, AlphaScreen DNA substrate cleavage. Potency, µM (series often up to 130 µM), for the others: top-dose activity change, negative = inhibition, hits mostly inhibitors. 350,000 tested, 0.28% active; also: nearly all actives have a fitted effect of over 40% in size
Target sequence (Q9NUW8 whole entry, looked up): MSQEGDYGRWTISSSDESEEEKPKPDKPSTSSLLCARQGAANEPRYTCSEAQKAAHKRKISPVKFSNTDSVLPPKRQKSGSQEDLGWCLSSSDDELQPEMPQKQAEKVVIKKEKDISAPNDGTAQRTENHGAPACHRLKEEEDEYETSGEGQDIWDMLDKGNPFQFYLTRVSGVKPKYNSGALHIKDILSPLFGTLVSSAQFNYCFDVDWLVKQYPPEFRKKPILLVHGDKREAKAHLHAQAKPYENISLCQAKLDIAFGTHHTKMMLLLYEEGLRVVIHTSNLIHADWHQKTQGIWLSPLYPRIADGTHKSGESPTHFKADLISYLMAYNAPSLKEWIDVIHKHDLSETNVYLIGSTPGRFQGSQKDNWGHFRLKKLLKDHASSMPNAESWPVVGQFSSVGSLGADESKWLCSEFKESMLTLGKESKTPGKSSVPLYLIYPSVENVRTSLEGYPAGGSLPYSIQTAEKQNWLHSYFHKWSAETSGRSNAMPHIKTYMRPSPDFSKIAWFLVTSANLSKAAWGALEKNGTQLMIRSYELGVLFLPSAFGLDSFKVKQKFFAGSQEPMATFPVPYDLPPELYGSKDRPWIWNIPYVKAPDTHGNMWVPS
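Here, a 5' biotin and 3' phosphotyrosine-FITC DNA oligonucleotide reports Tdp1 activity: intact substrate bridges AlphaScreen beads, while cleavage leaves a 3' phosphate and drops signal. All incubations at room temperature.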
TDP1 cell CPT: qHTS for Inhibitors of human tyrosyl-DNA phosphodiesterase 1 (TDP1): qHTS in cells in presence of CPT; chicken DT40 Tdp1-/-;hTDP1 cells + 20 nM CPT, ATP luminescence, 48 h; Potency, µM (highest dose often 46.2 µM), without a hit: top-dose activity change, negative = growth inhibition, hits mostly inhibitors; 420,000 tested, 12% active; AID 686979, 2013; also: nearly all actives have a fitted effect of over 55% in size
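Cell growth measured by CellTiter-Glo luminescence after a minimum 48 h, 37 C compound exposure with 20 nM CPT in Tdp1-knockout DT40 cells stably expressing hTDP1, seeded 400/well; qHTS titration format.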
DT40 TDP1 no CPT: qHTS for Inhibitors of human tyrosyl-DNA phosphodiesterase 1 (TDP1): qHTS in cells in absence of CPT; AID 686978, 2013; 420,000 tested, 15% active; Potency, µM (series often up to 46.2 µM), for inactives: at the top dose activity change, negative = growth inhibition, actives largely listed as inhibitors; DT40 Tdp1-/- hTDP1 cells, no CPT, ATP luminescence, 48 h; also: nearly all actives have a fitted effect of over 55% in size
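Camptothecin absent (DMSO only). Human TDP1-complemented DT40 knockout cells, 400 cells/well, 37 °C for minimum 48 hr; ATP measured via CellTiter-Glo, 30 min dark incubation, luminescence.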
An asterisk follows results filed as active; u = inconclusive; x = no result given; & = joins results of further samples; [ ] = remark or other dose. Calls follow the shape of the dose curve; as a rule, active = well fitted curve in the direction sought with a large enough effect; inconclusive = small, poorly fitted or top-dose-only effect, or another doubt; inactive = no such curve, though single readings can be large; an effect the other way counts as inactive or inconclusive. % is scaled to controls: 0 for no effect and ±100 for the full control effect; potency is read from the fitted curve at half-maximal effect.

Below each SMILES: TDP1 inh	TDP1 cell CPT	DT40 TDP1 no CPT
CCNC(=O)C1(C)CCN(C(=O)c2cccc(OC(C)=O)c2C)C1 (stereo not given)
  x	3.0%	-23.1%
O=C(CCc1ccc(O)cc1)c1c(O)cc(O)cc1O[C@@H]1O[C@H](CO)[C@@H](O)[C@H](O)[C@H]1O
  9.4%[56.1 µM]	-7.9%&-12.0%	18.6%&-4.9%
CCNc1ncc2nc(-c3cn(C)c4ccccc34)c(=O)n(-c3ccc(OC)cc3)c2n1
  x	u	u
CC1=NC(=O)C(N=Nc2ccccc2)N1c1ccccc1 (stereo not given)
  13.2%[56.1 µM]	-5.9%	-13.9%
Cc1cc(Cl)ccc1OCCCC(=O)NNC(=O)c1ccccc1O
  -2.2%	u	23.1µM*
CCC(=O)N1CCc2cc(S(=O)(=O)CCC(=O)N3CCN(c4ccccc4Cl)CC3)ccc21
  -4.7%	18.4µM*	u
Cc1ccc(NC(=O)CNC(=O)c2cccc(C)c2)nc1
  x	-1.8%	-22.3%
C[C@H](NC(=O)c1ccc(C(C)(C)C)cc1)C(=O)N1CCOCC1
  0.3%	-0.3%	7.0%
CN1CCN(c2cc(-c3ccc(N(C)C)cc3)ncn2)CC1
  10.5%[56.1 µM]	7.7%	-22.3%
Cc1ccc(-c2cc(-c3ccccc3[N+](=O)[O-])[nH]n2)c(O)c1
  10.4%	u	u
Cc1ccc(OCc2nnc(SCC(=O)c3cccc([N+](=O)[O-])c3)n2C)cc1
  11.6%	u	u
CC(C)(C)c1cc(C(C)(C)C)n(-c2ccccc2)n1
  5.3%	7.2%	-0.5%
CC[C@]12c3[nH]c4ccccc4c3CCN1C(=O)C(CC(=O)NCCC1=CCCCC1)C[C@@H]2C(=O)N1CCN(C(=O)C2CC2)CC1 (stereo not given in full)
  -0.2%	18.4µM*	16.4µM*
Cc1ccccc1-c1noc(-c2ccccc2C(=O)O)n1
  4.2%	-8.1%	-9.9%
COc1ccc(CC(=O)Nc2cc(S(=O)(=O)N3CCOCC3)ccc2N2CCCC2)cc1
  x	0.8%	-12.7%
Cc1ccc(-c2ccc(=O)n(CC(=O)N3CCN(c4cccc(C)c4)C(C)C3)n2)cc1 (stereo not given)
  8.2%	u	-21.7%
O=C(COc1ccccc1C(=O)NCC1CCCO1)Nc1ccc(Cl)cc1Cl (stereo not given)
  -3.7%	14.6µM*	u
CC(=O)N1CCC(N(Cc2ccco2)C(=O)Nc2ccc(C)c(Cl)c2)CC1
  6.2%	u	u
CCC(=O)c1ccc(OCC(=O)Nc2nc(-c3cccnc3)cs2)cc1
  x	-14.2%	u
CCOn1c(=O)c[n+]([O-])c2ccccc21
  8.2%	-15.5%	-1.3%
COc1ccc([N+](=O)[O-])cc1NC(=O)CCSCCc1ccccn1
  -3.4%	u	u
CCN(C(=O)COC(=O)c1ccc2ccccc2n1)c1c(N)n(Cc2ccccc2)c(=O)[nH]c1=O
  -9.9%[0.505 µM]	-6.8%	9.2%
Cc1ccc(C)c(OCC(=O)Nc2ccc(C(=O)O)cc2NC(=O)COc2cc(C)ccc2C)c1
  7.2%[56.1 µM]	u	u
Oc1ccc(OCc2ccccc2)cc1
  8.5%[56.1 µM]	4.04µM*	u
CC(C)CCNC(=O)CCCc1ccccc1
  0.0%	7.3%	-1.2%
CCC(CO)Oc1cc(NC(=O)c2ccccc2N)c2ncn(C(C)C)c2c1 (stereo not given)
  -12.6%	u	u
COc1cccc(OC)c1/C(O)=C(\C#N)c1nc2ccccc2[nH]1
  7.9%	u	13µM*
O=C(NC(=S)Nc1ccccc1N1CCOCC1)c1ccc(-c2cccc(Cl)c2)o1
  4.1%	u	u
COc1ccccc1-c1nnc(SCC(=O)NC2CCS(=O)(=O)C2)n1N (stereo not given)
  4.6%	3.2%	5.4%
O=C(Nc1c(-c2ccccc2)[nH][nH]c1=O)c1cccc(C(F)(F)F)c1
  x	-5.9%	-14.9%

(cont.)
Below each SMILES: TDP1 inh	TDP1 cell CPT	DT40 TDP1 no CPT
CCn1c(CSc2nc3ccccc3s2)nnc1SCC(=O)OC(C)(C)C
  3.9%	u	u
N#CC1(C#N)C(C(N)=O)C1c1ccccc1 (stereo not given)
  5.3%	4.8%	u
CCCCCOC(=O)C(C)Sc1n[nH]c(=O)[nH]c1=O (stereo not given)
  -2.7%	-10.9%	13.0%
O=C1N(Cc2cccnc2)C[C@@H]2C[C@@H](c3ccc(-c4ccccc4)cc3)N3CCC[C@@]123
  0.0%	u	u
CCOc1cc2c(C#N)c(N3CCNCC3)nc(N)c2c(N)n1
  -5.9%	-4.0%	-15.4%
Cc1ccc(S(=O)(=O)N(C)C)cc1-n1c(SCC(=O)Nc2ccc(F)cc2Cl)nc2ccccc2c1=O
  2.8%	20.6µM*	16.4µM*
O=C(CN1C(=O)C2(SCC(=O)N2c2ccc(F)c(F)c2)c2ccccc21)Nc1cccc(Cl)c1 (stereo not given)
  5.3%	u	u
N#Cc1ccc(C(=O)NNC(=O)c2cccc(S(=O)(=O)N3CCOCC3)c2)cc1
  -4.9%	0.6%	-2.7%
CC(=O)c1ccc(Nc2nc(C(N)Cc3ccc(N)cc3)cs2)cc1 (stereo not given)
  x	u	u
COCCCNc1nc(N)c([N+](=O)[O-])c(NCc2ccccc2)n1
  x	-27.4%	-19.3%
CCOc1cc(CNCCCN2CCOCC2)cc(Br)c1OCc1ccccc1Cl
  6.0%	3.66µM*	4.61µM*
CCOC(=O)c1sc(SC)c2c1CCC/C2=N/OC
  0.0%	3.6%	-1.1%
COc1cc(OC)c(NC(=O)CSc2nc3ccncc3[nH]2)cc1Cl
  u	6.51µM*	5.17µM*
CC1(C)Cc2nc(-c3ccccc3)n3cnnc3c2CO1
  0.0%	-14.9%	-15.3%
COCCN(CCOC)S(=O)(=O)c1ccc(C(=O)Nc2nc(-c3ccncc3)cs2)cc1
  2.0%	u	u
CCN1/C(=C/C(=S)Nc2ccccc2)Sc2ccccc21
  x	-77.9%	4.11µM*
CC(C)Cc1nnc(NC(=O)c2cc([N+](=O)[O-])ccc2N2CCOCC2)s1
  1.5%	4.7%	-26.5%
N#CCCN(Cc1cccnc1)C(=O)c1sc2cc(F)ccc2c1Cl
  0.0%	u	14.6µM*
Cc1ccc(CSCCNS(=O)(=O)c2ccccc2)cc1
  5.5%	-23.1%	29.1µM*
CC(C)COc1cc(=O)[nH]c(SCC(C)C)n1
  3.1%	-30.0%	-29.0%
Cc1cccc(N2CCN(C(=O)c3ccc4c(c3)OCCO4)CC2C)c1 (stereo not given)
  2.7%	30.2%[activator]	-1.6%
Cc1cccc(NS(=O)(=O)c2cccc(C(=O)NCc3ccccc3CN3CCOCC3)c2)c1
  -0.1%[56.1 µM]	u	u
CN(CCc1ccccc1)C(=O)c1ccc(NC(=O)Cc2ccc(NC(=O)C3CCN(C(=O)C4CCCCC4)CC3)cc2)cc1
  x	u	16.4µM*
CC1CCN(C(=O)Cn2nnc(-c3cccs3)n2)CC1
  0.0%	-4.6%	6.1%
O=C(O)CN1C(=O)C=CC1=O
  x	-4.8%	-15.5%
OC(COc1cccc2ccccc12)CN1CCN(c2ccccn2)CC1 (stereo not given)
  2.9%	-29.9%	u
COc1ccccc1C(=O)NCCC(=O)N1CCN(S(=O)(=O)c2ccc(Cl)cc2)CC1
  0.0%	3.4%	-5.1%
Cc1cc(C(=O)Nc2sc(C)c(-c3ccc(F)cc3)c2C(N)=O)no1
  5.8%	-15.5%	-13.9%
CCCCC1Cc2[nH]c(=S)[nH]c(=O)c2C(c2cccc3ccccc23)O1 (stereo not given)
  x	-15.0%	u
CCOc1cccc(C(=O)NCc2ccccc2)c1
  -2.4%	33.4%[activator]	-7.7%

(more compounds)
Below each SMILES: TDP1 inh	TDP1 cell CPT	DT40 TDP1 no CPT
Cc1cc2c(cc1S(=O)(=O)N1CCOCC1)NC(=O)CO2
  0.1%	-9.5%	-17.8%
CCc1c(C(=O)Nc2ccncc2)csc1C
  1.1%	u	20.6µM*
Cc1ccc(NCCC(=O)c2cccs2)cc1
  0.0%	2.91µM*	5.17µM*
O=C(c1cc(-c2cccc(Cl)c2)nc2ccccc12)N1CCCC1
  2.7%	u	u
COc1cc(NC(=O)COC(=O)/C=C/c2c(C)nn(C3CCS(=O)(=O)C3)c2Cl)cc(OC)c1OC (stereo not given)
  -2.3%	-0.1%	u
O=C(COn1nnc2ccc(C(F)(F)F)cc21)Nc1nnc(-c2ccccc2)o1
  10.3%	u	u
COc1ccc(CN2C(=O)CSCC2=O)cc1OC
  x	2.4%	4.4%
CN1CCN(c2ncnc3c2ncn3[C@H]2CN(Cc3ccncc3)C[C@@H](CO)O2)CC1
  x	-13.5%	-25.3%
O=C(O)c1ccc(/C=N/Nc2nc(N3CCCCC3)nc(N3CCCCC3)n2)cc1
  x	-4.1%	-9.3%
CC(C)(C)Cc1nnc(NS(=O)(=O)c2ccc(F)cc2)s1
  4.2%	-19.4%	u
COCCCNC(=O)[C@H](Cc1c[nH]c2ccccc12)NC(=O)OCc1ccccc1
  x	-21.1%	2.5%
Cc1[nH]c2ccccc2c1C(=O)CN1CCC(C)CC1
  -1.0%	-1.3%	-27.0%
Cc1ccc(OCC(=O)Nc2ccc3c(c2)OCO3)c([N+](=O)[O-])n1
  -3.4%	3.8%	2.8%
COc1ccccc1C(=O)N(CN1CCCC1=O)c1cccc(Cl)c1
  3.3%	u	u
CCOC(=O)c1noc2ncnc(Nc3cccc(OC)c3)c12
  3.2%	-5.2%	-9.3%
CC1(C)Cc2c(cnn2-c2cccc(F)c2)C(NC(=O)CSc2ccccn2)C1 (stereo not given)
  5.0%	u	u
CSc1ccccc1NC(=O)c1cc(Cl)sc1Cl
  x	-3.4%	-11.3%
Cc1cccc(OC(=O)CCN2C(=O)C3C4C=CC(C5CC45)C3C2=O)c1C (stereo not given)
  -2.7%	-11.7%	-16.8%
COc1ccc(C(=O)N2CCC3(CCCN(c4ccccn4)C3)CC2)cc1
  x	-13.5%	u
O=[N+]([O-])c1ccc(S(=O)(=O)Nc2ccc(S(=O)(=O)N3CCCC3)cc2)cc1
  x	-21.8%	-9.1%
O=C(Cc1c(F)cccc1Cl)NC1CCN(Cc2ccccc2)CC1
  x	-14.7%	17.4%
Cc1c(C(=O)OC(C)C)[nH]c2c1C(=O)CC(C)(C)C2
  -1.1%	-25.0%	-24.4%
CC(OC(=O)c1ccccc1NCCO)C(=O)Nc1ccc(S(=O)(=O)N2CCOCC2)cc1 (stereo not given)
  x	5.7%	-26.3%
Cc1cc(C[n+]2cc(Cl)ccc2N)c2ncccc2c1
  -1.9%	-29.4%	u
COc1ccc(N2CC(C(=O)NCCC3=CCCCC3)CC2=O)cc1 (stereo not given)
  0.0%	0.7%	-9.7%
COc1ccc(OCC(=O)N/N=C2\CCCc3ccccc32)cc1
  0.0%	u	u
O=Cc1c(NCc2ccccc2)c2ccccc2[nH]c1=O
  x	5.2%	-1.7%
NC(=O)c1ccc(NC(=O)COC(=O)c2ccc(Br)c(S(=O)(=O)N3CCOCC3)c2)cc1
  x	-9.1%	-1.1%
COc1ccccc1C(=O)Nc1c(C(=O)N2CCN(c3ccccc3F)CC2)oc2ccccc12
  -1.1%	16.4µM*	16.4µM*
CCOC(=O)c1cnc2c(C)c(C)ccc2c1NCCN1CCOCC1
  x	u	u

Overlap with the part before: 2 compounds, followed by the next part.
Below each SMILES: TDP1 inh	TDP1 cell CPT	DT40 TDP1 no CPT
COc1ccccc1C(=O)Nc1c(C(=O)N2CCN(c3ccccc3F)CC2)oc2ccccc12
  -1.1%	16.4µM*	16.4µM*
CCOC(=O)c1cnc2c(C)c(C)ccc2c1NCCN1CCOCC1
  x	u	u
CC(C)CSc1nc2c(c(=O)[nH]c(=O)n2C)n1CC(O)COc1cccc2ccccc12 (stereo not given)
  3.8%	u	u
Cc1ccccc1OCC(=O)NCC(C)(C)N1CCOCC1
  -17.8%	1.5%	-13.1%
O=C1C=C(Nc2ccccc2C(=O)O)c2ccccc2C1=O
  1.9%	u	u
CS(=O)(=O)N1N=C(c2ccco2)CC1c1ccc(Br)cc1 (stereo not given)
  -1.1%	-1.2%	5.2%
Cc1cccc2cc(C#N)c(SCC(=O)N3CCC(C)CC3)nc12
  3.8%	u	u
C=CCN(c1ccc(C(=O)Nc2ccc(NC(C)=O)cc2)cc1)S(C)(=O)=O
  2.7%	u	23.1µM*

Screening data deposited in PubChem BioAssay by National Center for Advancing Translational Sciences (NCATS).
